Neddylation inh = blocks human cullin neddylation; TR-FRET cullin neddylation, biochemical; calls only at 25 µM; hit rate 0.58% among 360,000; P61081+Q13564; AID 651699; in the data active means inhibition above about 36%
bovine MsrA act = bovine methionine sulfoxide reductase A activation; activation, % at 10.6 µM; purified bovine MsrA, absorbance read-out; AID 602163; hit rate 0.3% among 360,000; in the data active means activation above about 7.5%;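 further: 0% = vehicle and 100% = reference activator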
FAS TE block = blocks the thioesterase domain of human fatty acid synthase | P49327 | recombinant FAS-TE, OMFH fluorogenic substrate, fluorescence endpoint | hit rate 0.67% among 360,000 | AID 602261 | inhibition, % at 15 µM;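 active means compounds whose normalised, plate-corrected inhibition of enzyme fluorescence in the single-dose primary screen is 50% or more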;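 further: 0% = DMSO with enzyme and 100% = substrate without enzyme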
CendR NRP1 mod = alters CendR peptide binding to human NRP-1. inhibition, % at 25 µM. FAM-RPARPAR peptide binding to NRP-1, fluorescence polarization. hit rate 0.85% among 360,000. O14786;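 active means inhibition or corrected inhibition above about 18%, plus a signal ratio from 0.5 to 1.5, limit read from the data, passing the limit was not always enough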; further: strong numbers were not always called active
Rin1-Abl PPI inh = blocks binding of human Rin1 to Abl; TR-FRET Rin1/Abl binding, biochemical; hit rate 0.4% among 360,000; P00519+Q13671; inhibition, % at 7.35 µM; in the data active means inhibition above about 5%, passing the limit was not always enough
MsrA inh = bovine MsrA inhibition; hit rate 0.75% among 360,000; inhibition, % at 15.5 µM; purified bovine MsrA, absorbance read-out; in the data active means inhibition above about 4.5%;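 further: 0% = vehicle wells with enzyme and 100% = reference inhibitor wells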
MT1-MMP act inh = MT1-MMP (human) activation inhibition. GFP/RFP ratio change, % at 20 µM. P50281. hit rate 0.061% among 360,000. AID 651647. HT1080 RFP-PRO-GFP cells, GFP/RFP ratio fluorescence, overnight; percent of plate control window, DMSO zero;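 active means GFP/RFP ratio change of at least 30% with cell ATP level not reduced by more than half and red fluorescence within 50% of control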; further: strong numbers were not always called active
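Material – HT1080 RFP-PRO-GFP cells · Control set – DMSO wells and RFP-L50D-GFP cells · Incubation – overnight cell settling, then overnight compound exposure, 37 °C, 5% CO2 · Compound dosing – single-point 20 µM compound, 1% DMSO · Read-out – GFP/RFP fluorescence ratio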
eLon inh = inhibitors of E. coli Lon protease; purified E. coli Lon protease, fluorescence polarization; P0A9M0; AID 602123; inhibition, % at 7.94 µM; hit rate 0.42% among 360,000; in the data active means inhibition above about 13%, passing the limit was not always enough;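 further: 0% = enzyme with probe and DMSO and 100% = no enzyme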
Target sequence (P0A9M0 whole entry, looked up): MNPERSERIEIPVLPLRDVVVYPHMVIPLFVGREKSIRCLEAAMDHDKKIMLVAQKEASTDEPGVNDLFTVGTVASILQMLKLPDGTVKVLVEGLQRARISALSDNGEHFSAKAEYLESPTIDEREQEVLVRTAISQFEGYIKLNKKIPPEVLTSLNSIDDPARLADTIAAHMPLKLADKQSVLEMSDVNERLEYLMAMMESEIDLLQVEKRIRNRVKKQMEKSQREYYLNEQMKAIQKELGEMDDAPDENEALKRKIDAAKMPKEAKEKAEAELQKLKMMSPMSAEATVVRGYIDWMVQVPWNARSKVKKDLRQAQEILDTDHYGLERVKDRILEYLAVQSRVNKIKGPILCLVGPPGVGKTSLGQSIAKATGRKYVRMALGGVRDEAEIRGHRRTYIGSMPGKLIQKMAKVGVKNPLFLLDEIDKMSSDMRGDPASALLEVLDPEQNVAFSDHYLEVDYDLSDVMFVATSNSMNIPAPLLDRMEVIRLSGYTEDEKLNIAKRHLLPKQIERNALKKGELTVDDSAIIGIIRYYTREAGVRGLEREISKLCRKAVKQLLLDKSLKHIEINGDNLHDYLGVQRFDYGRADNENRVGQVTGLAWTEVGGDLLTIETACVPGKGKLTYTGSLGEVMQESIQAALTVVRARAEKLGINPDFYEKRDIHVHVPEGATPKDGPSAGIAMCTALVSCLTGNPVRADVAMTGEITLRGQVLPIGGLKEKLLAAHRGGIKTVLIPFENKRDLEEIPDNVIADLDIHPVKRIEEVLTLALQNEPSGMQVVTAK
SKN-1 block = blocks SKN-1 activity in C. elegans; C. elegans VP596 Pgst-4::GFP/RFP ratio, acrylamide-induced, 24 h; inhibition, % at 21.8 µM; hit rate 0.49% among 360,000;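 active means interference check ratio from 0.5 to 1.5 plus GFP to RFP signal ratio inhibition reaching or exceeding a fixed threshold, cut at about 30% in these data, passing the limit was not always enough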; further: some compounds called inactive have numbers as strong as hits
The depositor's hits bear a star; i = inactive; nt = no result given; + = active, no number.

SMILES	Neddylation inh	bovine MsrA act	FAS TE block	CendR NRP1 mod	Rin1-Abl PPI inh	MsrA inh	MT1-MMP act inh	eLon inh	SKN-1 block
CCCOc1ccc(CC(=O)NCC2(c3ccccc3)CCOCC2)cc1OC	i	-1	-7	1	-5	0.6	5	-10	18
COc1cccc(C(C(=O)NC(C)(C)C)N(Cc2ccc(C)cc2)C(=O)CCC(=O)Nc2cc(C)on2)c1OC (centres undefined)	i	-1	1	-7	2	0.0	-5	0	8
COc1ccc(-c2c(-c3cc(OC)c(OC)c(OC)c3)noc2C)cn1	i	0	-8	6	-4	nt	8	-1	-6
CC(C)c1ccc(NC(=O)COC(=O)c2c[nH]c(=O)[nH]c2=O)cc1	i	-5	-5	-1	-1	0.1	0	-3	7
COC(=O)c1nn(-c2ccccc2)c(Sc2ccc(OC)cc2)c1/C=N/O	i	0	-11	10	4	0.2	-2	-10	5
Cc1cc(O)c(C=Nc2ccc(Cl)cn2)c(=O)o1	i	-10	-4	-11	-2	0.3	-15	-12	0
Cc1cccc(NC(=O)CSc2nnc(CCC(=O)Nc3ccc(C)c(Cl)c3)n2C)c1	i	-10	-8	-6	2	0.0	3	-7	1
COc1ccc(NC(=O)CSc2nc(O)cc(=O)n2-c2ccccc2)cc1	i	-6	-5	-10	0	-0.9	-3	-9	-8
O=C(CN1CCc2ccccc21)NC(=O)NCc1ccco1	i	-1	0	0	1	1.5	-3	-10	9
O=C(NC1CCCCCC1)c1c2c(nc3ccccc13)CCN(Cc1ccccc1)C2	i	1	8	4	-2	-0.3	-3	-7	12
CN1CCN(/C=N/c2c(C#N)cnn2Cc2ccccc2)CC1	i	-3	-6	-14	-6	0.7	-8	3	-8
Cc1ccc(S(=O)(=O)N(CC#N)CC#N)cc1	i	-2	-2	17	-5	0.8	-2	5	7
O=C(CSc1nnc(-c2ccncc2)n1-c1ccc(Cl)cc1)N1CCOCC1	i	-3	-8	0	-2	-1.1	3	-1	7
Oc1oc(-c2ccccc2Br)nc1/C=N/c1ccccn1	i	-6	32	-6	1	2.4	2	-5	-2
COc1ccc(C(=O)COC(=O)c2cccnc2Cl)c(OC)c1	i	-6	2	-12	3	0.5	5	-6	2
CS(=O)(=O)Nc1ccc(S(=O)(=O)Nc2nccs2)cc1	i	1	-9	-3	1	0.8	-1	-4	4
Cc1ccccc1/C=C/C1=NCCN1	i	-1	0	2	-6	-0.2	-1	2	12
COc1cc(C(=O)NCC(=O)N/N=C/c2ccccn2)cc(OC)c1OC	i	-7	-14	5	1	2.4	-2	-9	4
O=C(CSc1nnc(CNC(=O)c2ccccc2)o1)c1ccccc1	i	-7	-8	9	4	1.0	-3	-10	6
CC1(C)CC(=O)C(C=NCCc2ccc(S(N)(=O)=O)cc2)=C(O)C1	i	-4	-7	-7	-1	0.7	2	0	-6
NC(=O)c1cc(C(=O)Cc2ccccc2)c[nH]1	i	-7	-7	-1	1	-0.3	-2	2	4
CCC(=O)NC(=S)Nc1ccc(NC(=O)c2ccco2)cc1	i	-3	-2	2	4	2.4	1	-8	-3
CC1(CCc2ccccc2)NC(=O)N(CC(=O)N2CC(=O)Nc3ccccc32)C1=O (centres undefined)	i	-4	-2	2	-2	0.5	-2	-4	-15
Cc1cc(C)c(C)c(S(=O)(=O)NNC(=O)c2cccc(S(=O)(=O)N3CCOCC3)c2)c1C	i	-3	-6	-4	-1	0.4	-2	6	17
COC(=O)CCCN1C(=O)c2cccc3cccc(c23)C1=O	i	-3	-1	0	-8	2.0	-2	0	2

Shown with bars between the fields: 4 of the compounds above
SMILES | Neddylation inh | bovine MsrA act | FAS TE block | CendR NRP1 mod | Rin1-Abl PPI inh | MsrA inh | MT1-MMP act inh | eLon inh | SKN-1 block
COc1ccc(NC(=O)CSc2nc(O)cc(=O)n2-c2ccccc2)cc1 | i | -6 | -5 | -10 | 0 | -0.9 | -3 | -9 | -8
O=C(CN1CCc2ccccc21)NC(=O)NCc1ccco1 | i | -1 | 0 | 0 | 1 | 1.5 | -3 | -10 | 9
O=C(NC1CCCCCC1)c1c2c(nc3ccccc13)CCN(Cc1ccccc1)C2 | i | 1 | 8 | 4 | -2 | -0.3 | -3 | -7 | 12
CN1CCN(/C=N/c2c(C#N)cnn2Cc2ccccc2)CC1 | i | -3 | -6 | -14 | -6 | 0.7 | -8 | 3 | -8

(list continues)
SMILES	Neddylation inh	bovine MsrA act	FAS TE block	CendR NRP1 mod	Rin1-Abl PPI inh	MsrA inh	MT1-MMP act inh	eLon inh	SKN-1 block
Cn1c(C(C(=O)NCC2CCCO2)N(CCc2ccccc2)C(=O)Cn2nnc3ccccc32)nc2ccccc21 (centres undefined)	i	-1	-6	-8	-2	1.0	-1	-2	-1
O=C1COc2ccc(C(=O)COC(=O)Cc3c(F)cccc3Cl)cc2N1	i	-4	0	6	1	-0.6	2	1	9
Cc1ccc(NC(=O)CS(=O)CC(=O)N(C2CCCC2)C(C)C(=O)NC2CCCCC2)cc1 (centres undefined)	i	0	-1	-7	7	-0.6	-5	0	7
Cc1cc(C)c(S(=O)(=O)c2c(C)cccc2C)c(OCC(C)C)n1	i	0	29	-4	0	0.7	-13	-5	-5
CCCCn1nnc(NC(=O)CC23CC4CC(CC(C4)C2)C3)n1	i	3	0	14	-1	-0.5	-8	1	10
Cc1ccc2sc(C)[n+](CCCS(=O)(=O)[O-])c2c1	i	-10	-11	-13	-3	-0.6	3	-5	-2
CC(OC(=O)CNC(=O)c1ccc(F)cc1)C(=O)Nc1ccc(S(=O)(=O)N2CCOCC2)cc1 (centres undefined)	i	-2	-4	1	0	0.2	-1	-11	-12
CC1(C(=O)O)CCCN(C(=O)c2cc3ccccc3s2)C1 (centres undefined)	i	-1	-5	-1	-4	-0.7	2	-5	4
COC(=O)N1[C@H](Cc2ccccc2)C=C[C@]1(C)C(=O)NCc1ccccn1	i	0	-6	2	5	nt	0	-5	6
Cc1cccc(C(=O)Nc2ccc3c(c2)ncn3C)c1	i	-6	-5	5	-1	-0.9	5	7	0
Cc1ccc(-c2cc(Cc3ccc(N(C)C)cc3)c(=O)[nH]n2)cc1	i	-3	18	10	-1	-0.3	6	2	-3
COc1ccc(-c2ccc(CN3C(CC(C)C)C(=O)N(Cc4cn(CC5CCCCC5)nn4)CCS3(=O)=O)cc2)cc1 (centres undefined)	i	0	24	-1	0	1.6	-12	10	4
COC(=O)[C@H](CC(C)C)NC(=O)N1CCC(C)CC1	i	-1	-4	1	-2	0.2	0	-2	7
Cc1nn(-c2ccccc2)c(Cl)c1/C=N/NC(=O)c1cccnc1	i	-1	-12	-2	-4	0.1	3	10	0
O=C(NC(Cc1c[nH]c2ccccc12)C(=O)N1CCOCC1)c1cccs1 (centres undefined)	i	-3	-4	10	5	-0.1	-2	-12	9
CC(C)C(Cl)=NOC(=O)Nc1ccc(F)cc1	i	-2	1	3	3	-1.0	9	2	5
Nc1nnc(N)c2ccccc12	+	-3	-9	15	2	0.2	-2	5	-2
O=C(O)c1ccc(S(=O)(=O)NCc2cccnc2)cc1	i	-2	-4	0	-3	0.4	-4	-2	-12
O=C(C1=C(O)C(=O)N(CCc2ccccc2)C1c1cccnc1)c1ccco1 (centres undefined)	i	-6	-6	1	-5	4.0	4	-6	-6
O=C(CCSc1ccccc1)Nc1ccccc1Br	i	-12	12	-3	-1	1.1	-1	1	-4
Cc1cc(C)n2nc(C(=O)NCc3ccccc3)nc2n1	i	3	-7	2	0	0.9	6	6	14
COc1ccc(-n2sc3ccccc3c2=O)cc1	i	5	-12	-8	-2	0.5	6	8	-4
COC(=O)Cn1c(=NC(=O)c2sc3ccccc3c2Cl)sc2cc(S(N)(=O)=O)ccc21	i	-8	4	-1	-15	1.8	-8	-2	-11
NS(=O)(=O)c1cccc(NC(=O)COC(=O)Cc2ccc(S(=O)(=O)N3CCOCC3)s2)c1	i	-2	-6	-6	7	1.8	-6	-16	-13
CCc1ccc(NC(=O)c2cc(C)on2)cc1	i	-9	-4	1	-1	-0.4	7	-1	-14
Continued:
SMILES	Neddylation inh	bovine MsrA act	FAS TE block	CendR NRP1 mod	Rin1-Abl PPI inh	MsrA inh	MT1-MMP act inh	eLon inh	SKN-1 block
CSc1ncccc1C(=O)OCC(=O)c1cccc(Br)c1	i	-2	22	-2	1	-0.4	2	-5	-6
COc1ccc(N2CC(C)(C)[C@H](CC(=O)Nc3ccc(Br)cc3)C2=O)cc1	i	0	6	-23	-3	0.8	1	-1	-8
CN1CCC(N(C)C(=O)NC2CCCCC2)CC1	i	-9	-6	6	4	-0.1	0	3	-1
O=C1Nc2cc3c(cc2Sc2ccccc21)OCCO3	i	-3	3	2	-2	0.0	3	-10	-10
Cc1ccccc1-c1csc(C(C)(O)c2cccnc2)n1 (centres undefined)	i	1	-5	-3	-2	0.7	-3	-16	3
O=C(NCc1ccccc1CN1CCCC1)C1CCN(S(=O)(=O)c2ccc(F)c(F)c2)CC1	i	-6	-3	8	2	-0.1	1	15	3
O=C(O)CCCc1ccc2ccc3cccc4ccc1c2c34	nt	-5	-2	-1	6	4.5	2	0	-2
O=[N+]([O-])c1cc(Cl)ccc1Oc1ccc(-c2nnco2)cc1	i	-5	-1	2	2	-0.8	0	-8	6
Cc1ccc(OCCCC(=O)Nc2ccc(N3CCOCC3)cc2)cc1	i	-2	-1	-13	-1	-1.3	13	3	0
O=C(c1ccncc1)N1CCN(S(=O)(=O)c2ccc(F)cc2)CC1	i	-8	-6	2	-4	-0.5	2	-9	0

Compound profiles (already shown). Values in the order: Neddylation inh | bovine MsrA act | FAS TE block | CendR NRP1 mod | Rin1-Abl PPI inh | MsrA inh | MT1-MMP act inh | eLon inh | SKN-1 block
COc1ccc(N2CC(C)(C)[C@H](CC(=O)Nc3ccc(Br)cc3)C2=O)cc1 across the screens: i | 0 | 6 | -23 | -3 | 0.8 | 1 | -1 | -8
Cc1ccccc1-c1csc(C(C)(O)c2cccnc2)n1 (centres undefined) across the screens: i | 1 | -5 | -3 | -2 | 0.7 | -3 | -16 | 3
O=C(NCc1ccccc1CN1CCCC1)C1CCN(S(=O)(=O)c2ccc(F)c(F)c2)CC1 across the screens: i | -6 | -3 | 8 | 2 | -0.1 | 1 | 15 | 3
O=[N+]([O-])c1cc(Cl)ccc1Oc1ccc(-c2nnco2)cc1 across the screens: i | -5 | -1 | 2 | 2 | -0.8 | 0 | -8 | 6

The order is random (roughly 4.2% active in at least one column).
